RBBP9 inhibitor = blocks human serine hydrolase RBBP9. O75884. recombinant RBBP9, FP-Rh probe fluorescence polarization. inhibition, % at 7.94 µM. hit rate 0.2% among 220,000;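 active = inhibition above the campaign mean of all tested compounds plus 3 SD, cut at about 14% in these data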;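 note: plate controls were DMSO wells with RBBP9 for no effect and wells lacking RBBP9 protein for full effect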
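Test system: recombinant human RBBP9; Timing: 30 min then 45 min, 25 °C; Detection: fluorescence polarization; Control set: RBBP9 with DMSO as uninhibited control, no-protein wells as full inhibition; Compound dosing: one concentration, 7.94 µM nominal, 0.794% DMSO; Probe or stimulus: FP-Rh activity-based probe, 375 nM before mixing.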
EP2 antag = EP2 receptor (human) inhibition; inhibition, % at 25 µM; hit rate 0.52% among 260,000; P43116; C6 glioma cells expressing human EP2, cAMP TR-FRET; cells stimulated with saturating PGE2; AID 1422;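 active = percent inhibition above 40 after rounding to a whole number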;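 note: rat C6 glioma host cells with rolipram phosphodiesterase inhibitor present; the protocol text gives 20 µM as final concentration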
Target sequence (P43116 whole entry, looked up): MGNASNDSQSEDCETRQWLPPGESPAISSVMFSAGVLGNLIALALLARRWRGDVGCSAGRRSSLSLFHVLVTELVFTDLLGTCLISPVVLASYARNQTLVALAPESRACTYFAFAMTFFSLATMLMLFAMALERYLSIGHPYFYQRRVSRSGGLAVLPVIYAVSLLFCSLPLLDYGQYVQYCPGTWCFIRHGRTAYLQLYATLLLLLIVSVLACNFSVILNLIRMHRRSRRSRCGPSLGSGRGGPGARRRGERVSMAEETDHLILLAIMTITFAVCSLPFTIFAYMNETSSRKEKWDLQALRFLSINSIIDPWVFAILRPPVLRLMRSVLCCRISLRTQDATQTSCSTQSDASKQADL
p97 inhibitor = inhibitors of human p97 ATPase; P55072; recombinant p97 ATPase, Kinase-Glo ATP luminescence, 3 h; inhibition, % at 8 µM; hit rate 0.42% among 220,000; AID 1481; in the data active = inhibition above about 15%;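 note: 0% = DMSO vehicle and 100% = wells lacking enzyme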
Furin inhibitor = human furin inhibition | P09958 | purified furin, fluorogenic substrate cleavage | inhibition, % at 30 µM | hit rate 0.061% among 220,000 | AID 463115; in the data active = inhibition above about 25%; note: inactives centre near -15
p47phox inh = inhibitors of human p47phox binding; P14598; p47phox/p22phox peptide binding, fluorescence polarization, 2 h; inhibition, % at 24.7 µM; hit rate 0.53% among 220,000;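 active = inhibition above about 30%, limit read from the data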;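 note: 0% = p47phox with labelled peptide and 100% = labelled peptide alone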
Target sequence (P14598 whole entry, looked up): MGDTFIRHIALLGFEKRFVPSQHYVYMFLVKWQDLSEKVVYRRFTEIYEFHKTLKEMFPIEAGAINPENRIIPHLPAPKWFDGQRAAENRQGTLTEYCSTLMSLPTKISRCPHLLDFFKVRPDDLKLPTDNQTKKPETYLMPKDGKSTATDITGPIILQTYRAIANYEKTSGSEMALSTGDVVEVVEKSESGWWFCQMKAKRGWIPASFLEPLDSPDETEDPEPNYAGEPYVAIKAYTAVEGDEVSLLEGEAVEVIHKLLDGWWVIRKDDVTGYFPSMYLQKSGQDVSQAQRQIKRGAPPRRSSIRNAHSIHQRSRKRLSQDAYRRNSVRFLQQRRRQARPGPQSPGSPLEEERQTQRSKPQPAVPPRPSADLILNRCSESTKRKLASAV
TbHK1 inh = T. brucei hexokinase 1 inhibition; recombinant TbHK1, G6PDH-coupled NADH A340; inhibition, % at 10 µM; hit rate 0.11% among 220,000; AID 1430;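 active = inhibition of 50% or more in the single-dose primary screen; inactive = inhibition below 50%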
Ba/F3 V617F tox = loss of viability in JAK2V617F-driven Ba/F3 cells; Ba/F3 EpoR-JAK2V617F viability, ATP luminescence; inhibition, % at 5.6 µM; hit rate 1.1% among 220,000;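 active = inhibition above the campaign mean plus 3 SD over all tested compounds, cut at about 24% in these data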;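 note: cytokine-independent growth of Ba/F3 cells driven by EpoR plus mutant JAK2; 0% = DMSO-treated cells and 100% = JAK inhibitor I control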
PPC-1+TRAIL kill = PPC-1 cancer cell killing with TRAIL present; PPC-1 cells + TRAIL, ATPLite viability luminescence; hit rate 0.41% among 220,000; cell killing (% activity), % at 4 µM;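 active = cell killing above 50% in the first pass at 4 µM, then a duplicate retest at 5 µM averaging 50% or more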;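 note: plate controls were cells with TRAIL plus DMSO for no effect and medium-only wells lacking cells for full effect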
BaF3 parental = parental Ba/F3 viability inhibition as JAK2V617F counter-screen | CellTiter-Glo ATP luminescence | inhibition, % at 5.6 µM | hit rate 1.1% among 220,000;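 active = inhibition above a per-campaign cutoff, the mean inhibition of all tested compounds plus 3 SD, cut at about 27% in these data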;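 note: 0% = DMSO wells and 100% = JAK Inhibitor I control wells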
Active calls of the source: *; nt = no result given; [ ] = remark or other dose.

canonical_smiles	p97 inhibitor	p47phox inh	PPC-1+TRAIL kill	TbHK1 inh	Furin inhibitor	Ba/F3 V617F tox	EP2 antag	BaF3 parental	RBBP9 inhibitor
COc1cc(N=c2c([N+](=O)[O-])nn(-c3ccc4c(c3)OCCO4)n2O)cc(OC)c1	1	-11	35	-6	-20	3	7	1	-5
Cc1ccn2cc(CCNS(=O)(=O)c3ccc4c(c3)CCCC4)nc2c1	-5	-4	-16	0	-10	3	12	3	-9
CC12CCC(c3c(C(=O)O)nn(-c4ccc(F)cc4)c31)C2(C)C (stereo not given)	-1	-12	-4	-8	-17[20 µM]	1	16	5	1
COc1ccc(Cc2nc3ccccc3n2C)cc1	2	-13	nt	-3	-22	7	4	13	3
Cc1cccc(/C=N\Nc2nnc(-c3ccccc3)c(=O)[nH]2)c1	-2	-6	21	29	-1	4	10	5	-9
COc1ccc(N/C=C2\CCc3ccccc3C2=O)cc1	-9	-4	72*[5 µM]	2	-19	4	7	8	18*
COc1ccc(S(=O)(=O)Cc2ccc(C(=O)NCCCN(C)c3ccccc3)o2)cc1	-1	-1	0	4	-26	4	7	6	-5
Cc1occc1C(=O)NCc1cccc(CNC(=O)c2ccoc2C)c1	2	-11	3	1	-12[20 µM]	0	6	2	-5
COc1ccc(CCN2C(=NC(=O)C(C)C)SC3CS(=O)(=O)CC32)cc1 (stereo not given)	1	-2	-11	6	-20	-1	9	-3	-8
CS(=O)(=O)N1CCN(C(=O)NC23CC4CC(CC(C4)C2)C3)CC1	5	-2	6	0	-14[20 µM]	-3	4	3	5
O=C(Nc1nc2c(s1)CCCC2)c1ccc(S(=O)(=O)N2CCCc3ccccc32)cc1	4	-18	-4	28	-17	1	8	5	-13
C=CCn1c(-c2csc(-c3ccc(OC)c(OC)c3)n2)n[nH]c1=S	-2	-17	-7	0	-16	5	17	7	0
CCOc1ccccc1Cn1c(=O)oc2ccc(C)cc21	-4	-11	3	7	-22[20 µM]	-1	8	5	-14
Cc1cc(C)c(C#N)c(SCc2ccccc2F)n1	3	-2	-15	1	-9	-5	6	0	-5
CCOC(=O)c1csc(-c2snnc2C)n1	-7	-4	-3	-7	-1	3	8	-1	-4
CC(C)(C)OC(=O)NCC(=O)N1CCC(C(=O)O)CC1	0	-4	-14	6	-32	0	14	4	-2

Marked active in RBBP9 inhibitor, among the entries above:
SMILES,p97 inhibitor,p47phox inh,TbHK1 inh,Furin inhibitor,RBBP9 inhibitor
COc1ccc(N/C=C2\CCc3ccccc3C2=O)cc1,-9,-4,2,-19,18*

Further entries follow.
canonical_smiles	p97 inhibitor	p47phox inh	PPC-1+TRAIL kill	TbHK1 inh	Furin inhibitor	Ba/F3 V617F tox	EP2 antag	BaF3 parental	RBBP9 inhibitor
Nc1c(C(=O)c2ccco2)oc2ccccc12	-1	-3	6	1	-4	4	22	7	-7
CS(=O)(=O)N1CCN(S(=O)(=O)c2ccccc2[N+](=O)[O-])CC1	7	8	13	-3	-31	-3	8	2	-5
Cc1ccc(S(=O)(=O)/N=C(\c2ccc(Cl)cc2)N2CCOCC2)cc1	4	0	1	1	-31	-2	12	6	-5
Cc1ccc(C(=O)N2CCc3ccccc32)cc1NC(=O)c1ccco1	4	-4	16	-7	-8	-2	6	-2	-2
CC(=O)N1CCCc2ccccc21	2	11	15	-7	-25[20 µM]	-2	17	4	0
CC(OC(=O)CCc1nc2ccccc2c(=O)[nH]1)C(=O)Nc1ncc(Cl)cc1Cl (stereo not given)	2	-1	12	-8	-9	0	6	2	-8
O=c1c2ccccc2c(-c2ccccc2)nn1-c1cc(Cl)cc(Cl)c1	-1	1	9	3	-14	6	12	-2	2
COc1cc(OC)c2c(c1)C(=O)c1cc(OC)cc(OC)c1C2=O	-1	-19	13	1	-5[20 µM]	-1	18	1	-1
OCCN(Cc1ccccc1)Cc1ccccc1O	4	-2	8	2	-21	4	3	5	-5
CCN1C(=O)C2C(c3ccc(O)c(OC)c3)NC(C)(C(=O)OC)C2C1=O (stereo not given)	2	38*	-10	-8	-30	-2	5	5	-3
O=C(O)c1ccc(-n2c(-c3ccc(Br)cc3)n[nH]c2=S)cc1	2	1	24	-12	-22[20 µM]	-6	11	-1	3
COc1ccccc1C1CC(c2ccccc2)=NN1C(=S)Nc1ccccc1 (stereo not given)	-1	-57	33	-13	-17	-1	5	2	-4
CCN(CC)CC(=O)Nn1c(C)nc2c(ncn2-c2ccccc2)c1=O	5	-3	5	-3	-20	-3	1	0	-6
COc1cccc(Nc2nc(-c3ccc(O)cc3)cs2)c1	3	-21	6	-4	-14[20 µM]	1	7	8	2
COc1ccc2cc(C(c3nnnn3CCc3ccccc3)N3CCC(O)CC3)c(=O)[nH]c2c1 (stereo not given)	0	-93	-23	-8	-13	-3	11	2	-12
CC(n1cnnn1)C12CC3CC(CC(C3)C1)C2 (stereo not given)	6	-7	2	2	-38[20 µM]	0	11	5	0

Taken from the listing (4 entries):
canonical_smiles	p97 inhibitor	p47phox inh	PPC-1+TRAIL kill	TbHK1 inh	Furin inhibitor	Ba/F3 V617F tox	EP2 antag	BaF3 parental	RBBP9 inhibitor
OCCN(Cc1ccccc1)Cc1ccccc1O	4	-2	8	2	-21	4	3	5	-5
CCN1C(=O)C2C(c3ccc(O)c(OC)c3)NC(C)(C(=O)OC)C2C1=O (stereo not given)	2	38*	-10	-8	-30	-2	5	5	-3
O=C(O)c1ccc(-n2c(-c3ccc(Br)cc3)n[nH]c2=S)cc1	2	1	24	-12	-22[20 µM]	-6	11	-1	3
COc1ccccc1C1CC(c2ccccc2)=NN1C(=S)Nc1ccccc1 (stereo not given)	-1	-57	33	-13	-17	-1	5	2	-4

Further compounds:
canonical_smiles	p97 inhibitor	p47phox inh	PPC-1+TRAIL kill	TbHK1 inh	Furin inhibitor	Ba/F3 V617F tox	EP2 antag	BaF3 parental	RBBP9 inhibitor
COc1nc(OC)nc(Oc2ccc([N+](=O)[O-])cc2Cl)n1	2	6	-25	-3	-30	1	2	5	-6
Cc1ccc(NC(=O)C(=O)NCc2ccc(/C=C(/C#N)C(=O)NCc3cccnc3)o2)cc1	-5	0	16	-6	15[20 µM]	4	7	8	-8
O=C(c1ccc(COc2ccccc2Cl)o1)N1CCCC1	-8	-11	1	-6	-8[20 µM]	6	9	7	-3
COc1ccc(C(CC(=O)c2ccccc2)CC(=O)c2ccccc2)cc1	1	-19	16	-1	-13	0	7	-3	-3
CNc1c(N=Cc2cccnc2)c(=O)n(C)c(=O)n1C	2	-9	3	0	-17	-2	14	6	-7
Cc1ccc2c(c1)C(O)(CC(=O)/C=C/C=C/c1ccccc1)C(=O)N2 (stereo not given)	5	3	35	-45	9	0	13	3	0
C=CCOc1ccc2c(c1)C(=NO)c1cc(OCC=C)ccc1-2	-12	-14	-1	-9	-4[20 µM]	1	8	6	-17
O=S(=O)(NCC1CC1)c1cccc(S(=O)(=O)N2CCCC2)c1	3	-10	6	-1	-19	0	13	4	5
CCS(=O)(=O)NCC(c1ccco1)N1CCN(c2ccccc2F)CC1 (stereo not given)	7	-11	13	-1	-16	-6	5	-1	-4
CS(=O)(=O)c1ccc(Cl)c(NC(=O)Cc2c(F)cccc2Cl)c1	2	-11	-4	6	-21	-2	8	2	-8
COC(=O)C1=C(C(=O)OC)[C@@H]2Nc3ccccc3[C@@]23C[C@@H](C(=O)OC)N(C(=O)c2ccc(Br)cc2)C3=N1	nt	-13	9	-9	-27	nt	nt	nt	nt
C(=N\N(Cc1ccccc1)c1ccccc1)/c1ccco1	-3	-16	9	-13	-15	3	5	9	-5
O=C(N/N=C/c1cc([N+](=O)[O-])ccc1O)C1C2CCCCC21 (stereo not given)	2	-57	19	-9	-14	-2	11	1	-6
COC(=O)Cn1c(=O)c(C(=O)CCl)c(N)n(Cc2ccccc2)c1=O	8	-10	10	-8	10	-1	10	2	2
CCOc1ccc(CC(C(N)=O)C(N)=O)cc1CN(C)C	-1	-3	3	9	-10[20 µM]	-2	7	-2	-3
C=CCn1c(COc2ccccc2)nnc1SCc1ccc(C#N)cc1	-1	2	6	2	-24	-4	10	4	-6
Cc1c(-c2ccccc2)nc2ccccc2c1C(=O)Oc1ccc([N+](=O)[O-])cc1	6	1	2	-7	-19	-2	15	3	-3
O=C(CC(C(=O)O)P(=O)(c1ccccc1)c1ccccc1)c1ccc(Br)cc1 (stereo not given)	7	-7	7	4	-20	1	6	-4	0
COc1ccc(N(CC(=O)NC(C)(C)C)C(=O)c2ccco2)cc1	-1	5	-3	-1	-16	2	7	5	-5
COc1cccc(C2/C(=C(/O)c3ccc(F)cc3)C(=O)C(=O)N2CCN(C)C)c1 (stereo not given)	5	-3	12	-29	-3	-4	11	-1	-9
Cn1cc(NC(=O)c2cc(NC(=O)c3cc(NC=O)cn3C)cn2C)cc1C(=O)NCCC(=N)N	nt	-4	6	-33	-24	nt	9	nt	nt

These rows are one share of the data (hit frequency here may not be typical).
